# Pf Dd2 growth: P. falciparum Dd2 growth inhibitors, primary screen, SYBR Green fluorescence, single dose replicates. hit rate 2.3% among 94,000. 72 h; hits give low values. activity change, % at 10 µM; in the data active = activity change below about -80%; inconclusive = no clear call, values can overlap the other calls
# GASC1 inh: inhibitors of GASC-1 (KDM4C) histone demethylase, primary screen, biochemical, single concentration HTS; inhibition, % at 12.5 µM; hit rate 0.15% among 96,000; GST-KDM4C 2-372, H3K9me3 peptide, LANCE TR-FRET; AID 720574, 2013;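 active = mean replicate inhibition above about 25%, with at least 55% of replicates also reaching it, limit read from the data, passing the limit was not always enough; inconclusive = only one of those two conditions met; inactive = neither condition met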
# Target sequence (Q9H3R0 2-372 limits assumed): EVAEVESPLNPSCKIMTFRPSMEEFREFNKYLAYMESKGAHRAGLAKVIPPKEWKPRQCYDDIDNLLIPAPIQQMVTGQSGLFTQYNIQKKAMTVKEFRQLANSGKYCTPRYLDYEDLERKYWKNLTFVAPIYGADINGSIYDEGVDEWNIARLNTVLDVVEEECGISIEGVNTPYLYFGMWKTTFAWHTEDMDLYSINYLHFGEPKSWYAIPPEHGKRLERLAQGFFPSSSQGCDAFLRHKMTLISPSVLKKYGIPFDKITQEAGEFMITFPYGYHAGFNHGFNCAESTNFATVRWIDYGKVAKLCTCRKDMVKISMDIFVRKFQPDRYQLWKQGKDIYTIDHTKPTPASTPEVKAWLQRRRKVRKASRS
#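 Test system: N-terminal GST-fused human GASC-1 (KDM4C) fragment, residues 2-372; quantity: GASC-1 enzyme at 10 nM final in reaction; dosing: single dose; schedule: 30 min demethylation and 1 h detection at room temperature; signal: LANCE TR-FRET, excitation 340 nm, emissions 618 and 671 nm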
# C diff growth: C. difficile growth inhibitors, primary screen, HTS; Clostridium difficile clinical isolate growth, OD600, 24 h; hits give low values; growth activity, negative = inhibition, % at 16 µg/mL (by protocol); hit rate 0.25% among 86,000;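 active = mean growth activity at or below -80% and every replicate also at or below -80%; inconclusive = mean at or below -80% but some replicate above -80%; inactive = mean growth activity above -80%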;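 note: 0% = DMSO wells and -100% = levofloxacin 16 µg/mL wells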
# T cruzi growth: T. cruzi intracellular proliferation inhibitors, primary screen, cell-based, beta-gal Tulahuen parasites, NIH3T3 host, luminescence | AID 624255, 2012 | inhibition, % at 8.34 µM | hit rate 5.9% among 77,000 | T. cruzi beta-gal in NIH3T3, GalScreen luminescence, 90 h;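 active = mean inhibition above about 93%, with at least 55% of replicates each passing it, limit read from the data, passing the limit was not always enough; inconclusive = only one of those two conditions holds; inactive = neither condition holds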
# An asterisk follows results filed as active; ? = inconclusive; . = not tested or not shown; & = joins results of further samples.
smiles	Pf Dd2 growth	GASC1 inh	C diff growth	T cruzi growth
CCCNC(=O)N1C[C@H](C)[C@H](OC)CN(C)C(=O)c2ccc(NC(=O)CC)cc2OC[C@H]1C	2	-1.7	-2	-37
O=C(Nc1ccccc1F)N1CC(=O)N2[C@H](CO)[C@@H](c3ccc(C#Cc4ccccc4)cc3)[C@H]2C1	-28	1.5	-11	.
Cn1cnc(CCNC(=O)C[C@@H]2CC[C@@H]3[C@H](COC[C@H](O)CN3C(=O)C3CC3)O2)c1	-3	1.0	4	29
C[C@H](NC(=O)C[C@H]1C=C[C@H](NC(=O)C2CCOCC2)[C@H](CO)O1)c1ccccc1	2	0.5	-2	98*
C[C@H](O)C#Cc1cnc2c(c1)C(=O)N([C@H](C)CO)C[C@H](C)[C@H](CN(C)C(=O)CN1CCOCC1)O2	20	0.3	-1	61
O=C(C[C@@H]1C[C@@H]2c3cc(NC(=O)NC4CCCC4)ccc3O[C@@H]2[C@@H](CO)O1)NCC1CC1	-12	-4.0	1	-40
C[C@@H]1CCCCO[C@@H](CN(C)Cc2ccncc2)[C@H](C)CN([C@@H](C)CO)C(=O)c2cc(NS(C)(=O)=O)ccc2O1	13	-0.5	1	40
C[C@@H]1CN([C@H](C)CO)S(=O)(=O)c2ccc(C#Cc3ccc(F)cc3)cc2O[C@H]1CN(C)C(=O)CN(C)C	-73	17	9	95
CN(C)CC(=O)N1[C@H](C#N)[C@H](c2ccc(-c3ccc(C(=O)N(C)C)cc3)cc2)[C@H]1CO	-15	-0.3	0	-20
CCCNC(=O)N1CC2(CN(Cc3ccc(OC)cc3)C2)c2c(n(C)c3cc(OC)ccc23)[C@@H]1CO	-28	12	-26	.
Cc1ccc(-c2ccc(C3[C@H]4CNC[C@@H]3N4S(=O)(=O)c3cccc(C)c3)cc2)cc1 (some centres undefined)	39&-26	1.1&-0.5	47&47	.
CCCC#Cc1ccc([C@H]2[C@H](CO)N3CCCCN(S(=O)(=O)c4ccccc4F)C[C@@H]23)cc1	-5	0.7	6	64
Cc1cc(C(=O)Nc2cccc3c2O[C@@H](CN(C)Cc2ccc(C(=O)O)cc2)[C@H](C)CN([C@H](C)CO)C3=O)n(C)n1	-1	2.4	4	.
COc1ccc(S(=O)(=O)N(C)C[C@@H]2OCCCC[C@@H](C)Oc3ccc(N(C)C)cc3C(=O)N([C@H](C)CO)C[C@H]2C)cc1	2	13	0	76
CCNC(=O)Nc1ccc2c(c1)C(=O)N(C)[C@H]1CC[C@H](CC(=O)NCC3CCCCC3)O[C@H]1CO2	1	-3.1	-2	19

# (next part)
smiles	Pf Dd2 growth	GASC1 inh	C diff growth	T cruzi growth
CNC(=O)C[C@@H]1CC[C@H]2[C@@H](COc3ccc(NC(=O)c4ccc(C(F)(F)F)cc4)cc3C(=O)N2C)O1	-14	1.6	4	7
C[C@H](CO)N1C[C@H](C)[C@@H](CN(C)S(=O)(=O)c2ccc(Cl)cc2)Oc2ccc(NC(=O)C3CCCCC3)cc2CC1=O	-64	2.5	-3	74
C[C@@H]1CN([C@@H](C)CO)C(=O)Cc2cc(NC(=O)Cc3cn(C)c4ccccc34)ccc2O[C@H]1CN(C)C(=O)Nc1ccccc1	-23	-1.7	-2	25
COCC(=O)Nc1ccc2c(c1)C(=O)N(C)C[C@@H](OC)[C@H](C)CN(Cc1cncnc1)[C@@H](C)CO2	27	0.8	-1	31
C[C@@H]1CN([C@H](C)CO)C(=O)c2cccc(NC(=O)c3ccncc3)c2O[C@H]1CN(C)C(=O)Nc1ccc2c(c1)OCO2	1	1.0	-2	-134
O=C(C[C@H]1C[C@@H]2c3cc(NC(=O)c4cccnc4)ccc3O[C@@H]2[C@H](CO)O1)NC1CCCCC1	0	0.2	1	-46
CN1c2ccc(Br)cc2[C@@H]2[C@@H](CCN2C(=O)C2CCOCC2)[C@@H]1CO	52	4.7	13	16
CN1C(=O)c2cc(NC(=O)Nc3cccc(C#N)c3)ccc2OC[C@H]2O[C@@H](CC(=O)NCc3ccc(Cl)cc3)CC[C@@H]21	-60	-1.0	9	.
Cc1ccc(-c2cnc3c(c2)C(=O)N([C@H](C)CO)C[C@H](C)[C@H](CN(C)C(=O)c2cccc(F)c2)O3)cc1	-30	-0.7	0	.
CCC(=O)N(C)C[C@@H]1Oc2ncc(C#CC3(O)CCCC3)cc2C(=O)N([C@H](C)CO)C[C@@H]1C	44	0.5	1	-20
C[C@@H]1CN([C@@H](C)CO)C(=O)c2cc(C3=CCCCC3)cnc2O[C@@H]1CN(C)Cc1ccncc1	.	5.4	19	7
C[C@@H]1CN([C@@H](C)CO)C(=O)c2cc(C#CC3(O)CCCC3)cnc2O[C@@H]1CN(C)C(=O)Cc1ccncc1	0	3.4	-3	-5
CC=Cc1ccc2n(c1=O)C[C@H]1[C@H](CO)[C@@H](C(=O)NC3CCC3)[C@@H]2N1C(=O)c1cnccn1 (mixture of isomers)	37	2.0	-7	.
CC(=O)N(C)C[C@@H]1Oc2ncc(-c3ccc(C(=O)N(C)C)cc3)cc2C(=O)N([C@H](C)CO)C[C@H]1C	-5	-3.8	-5	-18
CCNC(=O)Nc1ccc2c(c1)C(=O)N(C)[C@H]1CC[C@@H](CC(=O)NCCOC)O[C@@H]1CO2	5	-1.5	4	10

# The results go on.
smiles	Pf Dd2 growth	GASC1 inh	C diff growth	T cruzi growth
CC(C)NC(=O)N(C)C[C@@H]1OCCCC[C@H](C)Oc2ccc(NS(=O)(=O)c3cccs3)cc2C(=O)N([C@@H](C)CO)C[C@@H]1C	.	-1.1	5	-50
CCCC#Cc1ccc2c(c1)O[C@@H](CN(C)S(C)(=O)=O)[C@H](C)CN([C@@H](C)CO)S2(=O)=O	-7	0.1	0	-8
COc1ccc(NC(=O)Nc2ccc3c(c2)C(=O)N([C@@H](C)CO)C[C@@H](C)[C@H](CN(C)C(=O)Nc2cccc4ccccc24)O3)cc1	-54	0.4	3	34
C[C@H]1CCCCO[C@@H](CN(C)C(=O)Nc2ccc(C(F)(F)F)cc2)[C@@H](C)CN([C@@H](C)CO)C(=O)c2cc(NC(=O)NC3CCCCC3)ccc2O1	-45	0.5	-5	123*
O=C(C1CCOCC1)N1CC2(C1)[C@@H](c1ccccc1)[C@@H](CO)N2Cc1ccccc1F	-2	-0.9	11	.
COC(=O)C[C@H]1C[C@H]2c3cc(NC(=O)NC4CCCCC4)ccc3O[C@H]2[C@H](CO)O1	18	9.4	.	-36
C[C@H](CO)N1C[C@H](C)[C@@H](CN(C)CC2CC2)Oc2ccc(NC(=O)Nc3ccc(C(F)(F)F)cc3)cc2CC1=O	?	0.2	6	24
CCC(=O)N1[C@H](CO)[C@H]2c3ccccc3N(C(=O)CC(F)(F)F)C[C@H]21	-22	-2.0	-4	64
O=C(C[C@H]1C=C[C@@H](NC(=O)c2cccc(F)c2)[C@@H](CO)O1)NCCN1CCCC1	-33	0.5	0	.
OC[C@@H]1[C@H](c2ccc(-c3cccc(F)c3)cc2)[C@@H]2CN(Cc3cncnc3)CCCCN12	15	0.1	-3	123*
C[C@@H]1CN([C@H](C)CO)C(=O)c2cc(C3=CCCC3)cnc2O[C@H]1CN(C)C(=O)C1CCOCC1	10	1.1	2	.
C[C@@H]1CN([C@@H](C)CO)C(=O)c2cccc(N(C)C)c2O[C@@H]1CN(C)Cc1ccc(C(=O)Nc2ccccc2N)cc1	-82*	.	2	113*
COc1ccc(NC(=O)N(C)C[C@H]2OCCCC[C@H](C)Oc3ccc(NC(=O)NC(C)C)cc3C(=O)N([C@@H](C)CO)C[C@H]2C)cc1	-34	-1.2	-3	-27
CS(=O)(=O)N1[C@H](C#N)[C@@H](c2ccc(C#CC3CCCCC3)cc2)[C@H]1CO	-5	0.5	-10	79
C/C=C/c1ccc([C@@H]2[C@@H](CO)N(C(=O)C3CC3)[C@H]2CN(CC)C(C)=O)cc1	6	1.3	9	42

# Nothing new here: entries from further up.
smiles	Pf Dd2 growth	GASC1 inh	C diff growth	T cruzi growth
C[C@H](CO)N1C[C@H](C)[C@@H](CN(C)CC2CC2)Oc2ccc(NC(=O)Nc3ccc(C(F)(F)F)cc3)cc2CC1=O	?	0.2	6	24
CCC(=O)N1[C@H](CO)[C@H]2c3ccccc3N(C(=O)CC(F)(F)F)C[C@H]21	-22	-2.0	-4	64
O=C(C[C@H]1C=C[C@@H](NC(=O)c2cccc(F)c2)[C@@H](CO)O1)NCCN1CCCC1	-33	0.5	0	.
OC[C@@H]1[C@H](c2ccc(-c3cccc(F)c3)cc2)[C@@H]2CN(Cc3cncnc3)CCCCN12	15	0.1	-3	123*
C[C@@H]1CN([C@H](C)CO)C(=O)c2cc(C3=CCCC3)cnc2O[C@H]1CN(C)C(=O)C1CCOCC1	10	1.1	2	.
C[C@@H]1CN([C@@H](C)CO)C(=O)c2cccc(N(C)C)c2O[C@@H]1CN(C)Cc1ccc(C(=O)Nc2ccccc2N)cc1	-82*	.	2	113*
COc1ccc(NC(=O)N(C)C[C@H]2OCCCC[C@H](C)Oc3ccc(NC(=O)NC(C)C)cc3C(=O)N([C@@H](C)CO)C[C@H]2C)cc1	-34	-1.2	-3	-27
CS(=O)(=O)N1[C@H](C#N)[C@@H](c2ccc(C#CC3CCCCC3)cc2)[C@H]1CO	-5	0.5	-10	79
C/C=C/c1ccc([C@@H]2[C@@H](CO)N(C(=O)C3CC3)[C@H]2CN(CC)C(C)=O)cc1	6	1.3	9	42

# The list continues.
smiles	Pf Dd2 growth	GASC1 inh	C diff growth	T cruzi growth
CC(=O)N(C)C[C@@H]1[C@@H](c2ccc(-c3cccnc3)cc2)[C@H](CO)N1C(=O)C1CC1	-74	-0.4	0	-16
CO[C@H]1CN(C)C(=O)c2ccc(NC(=O)NC(C)C)cc2OC[C@@H](C)NC[C@H]1C	.	0.1	.	18
C[C@@H]1CN([C@@H](C)CO)C(=O)Cc2cc(NC(=O)Nc3ccc4c(c3)OCO4)ccc2O[C@H]1CN(C)Cc1ccc2c(c1)OCO2	-87*	1.8	6	70
C[C@H]1CN([C@@H](C)CO)C(=O)Cc2cc(NC(=O)Cn3cnnn3)ccc2O[C@H]1CN(C)Cc1ccc(Cl)c(Cl)c1	3	-1.8	-4	91
O=C(C[C@@H]1CC[C@H](NC(=O)c2cccnc2)[C@@H](CO)O1)NCc1ccc(Cl)c(Cl)c1	-30	-2.4	.	21
C[C@@H]1CN([C@@H](C)CO)C(=O)Cc2cc(NC(=O)NC3CCCCC3)ccc2O[C@H]1CN(C)Cc1ccc(C(=O)O)cc1	2	0.2	-2	16
C[C@@H]1CN([C@@H](C)CO)C(=O)c2cccc(NC(=O)c3cnccn3)c2O[C@@H]1CN(C)S(=O)(=O)c1cn(C)cn1	39	-0.7	-3	5
CC(=O)N(C)C[C@H]1Oc2cc(-c3ccc(C)cc3)ccc2S(=O)(=O)N([C@@H](C)CO)C[C@H]1C	-2	-1.9	-13	12
C[C@@H]1CN([C@@H](C)CO)C(=O)c2cc(-c3ccncc3)cnc2O[C@H]1CN(C)C(=O)C1CCCCC1	-1	-0.7	4	36
O=C(C[C@@H]1CC[C@@H]2[C@H](COC[C@H](O)CN2C(=O)c2ccccc2)O1)NC1Cc2ccccc2C1	2	1.6	.	-5
O=C(Nc1cccc(Cl)c1)N[C@H]1CC[C@@H](CCNC(=O)C2CCCCC2)O[C@H]1CO	8	1.4	-1	10
Cc1noc(C)c1NC(=O)N(C)C[C@@H]1Oc2c(NS(=O)(=O)c3ccccc3)cccc2C(=O)N([C@@H](C)CO)C[C@@H]1C	20	-3.1	-1	-15
COc1ccc(CN(C)C[C@@H]2Oc3c(NC(=O)Nc4ccc(OC)cc4)cccc3C(=O)N([C@@H](C)CO)C[C@@H]2C)cc1	23	0.1	2	19
C[C@@H]1CCCCO[C@H](CN(C)C(=O)c2ccncc2)[C@@H](C)CN([C@@H](C)CO)C(=O)c2cc(NC(=O)Cc3ccccc3)ccc2O1	-35	0.2	0	24
O=C(C[C@H]1C=C[C@@H](NC(=O)Nc2ccccc2F)[C@@H](CO)O1)NCc1ccccc1	20	3.2	-2	.
CN(C)CCCNC(=O)C[C@@H]1CC[C@H]2[C@@H](COC[C@H](O)CN2CC2CCCCC2)O1	1	0.1	-6	.
CC=Cc1ccc2n(c1=O)C[C@@H]1[C@@H](CO)[C@H](C(=O)N3CCCCC3)[C@H]2N1Cc1ccccn1 (mixture of isomers)	.	-1.7	-2	18
Cc1ccc(S(=O)(=O)N(C)C[C@H]2Oc3ncc(-c4ccccc4)cc3C(=O)N([C@@H](C)CO)C[C@H]2C)cc1	-39	-2.6	-6	30
